aGal spleen mod – qHTS Assay for Inhibitors and Activators of Human alpha-Galactosidase From Spleen Homogenate. Alpha-galactosidase A (Homo sapiens), P06280. human spleen homogenate, 4MU-alpha-Gal fluorescence, 40 min. Potency, µM (highest dose often 80 µM), for the others: at the highest dose activity change, negative = inhibition, usual class: inhibitors. 240,000 compounds, 0.008% hits. AID 2107, 2009;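 note: 0% = enzyme with vehicle and -100% = no enzyme basal signal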
Target sequence (P06280 32-429 limits assumed): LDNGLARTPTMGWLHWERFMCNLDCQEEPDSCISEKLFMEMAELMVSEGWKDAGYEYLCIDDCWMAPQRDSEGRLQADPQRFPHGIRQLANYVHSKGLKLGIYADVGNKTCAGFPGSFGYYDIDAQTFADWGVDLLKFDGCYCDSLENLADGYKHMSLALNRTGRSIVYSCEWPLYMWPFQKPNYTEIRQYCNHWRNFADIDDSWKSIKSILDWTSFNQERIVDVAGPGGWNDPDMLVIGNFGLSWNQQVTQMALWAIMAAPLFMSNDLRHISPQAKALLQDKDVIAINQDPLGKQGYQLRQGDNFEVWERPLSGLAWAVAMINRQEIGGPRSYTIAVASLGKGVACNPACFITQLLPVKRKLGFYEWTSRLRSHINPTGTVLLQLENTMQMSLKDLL
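Human spleen homogenate (1 ug) was the enzyme source, with 4-methylumbelliferyl-alpha-D-galactopyranoside (1 mM final) in pH 5.0 citrate buffer with 0.01% Tween-20. Compounds were titrated; after 40 min at 37C, NaOH/glycine stop, 4-MU fluorescence read; AC50 from Hill fits.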
GAA spleen mod – qHTS Assay for Inhibitors and Activators of Human alpha-Glucosidase From Spleen Homogenate | Lysosomal alpha-glucosidase (Homo sapiens), P10253 | human spleen homogenate, 4-MU-alpha-glucoside fluorescence | Potency, µM (top dose mostly 79.9 µM), without a hit: at the top dose activity change, negative = inhibition, most hits filed as inhibitors | 240,000 compounds, 0.006% hits | AID 2112, 2009;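 note: 0% = enzyme with vehicle and -100% = no enzyme basal signal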
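Human spleen homogenate (1 ug) with 4-methylumbelliferyl-alpha-D-glucopyranoside (1 mM final) in 50 mM citrate/phosphate pH 5.0, 0.01% Tween-20; 40 min at 37 C. Stopped at pH 10; 4-MU fluorescence Ex 365/Em 440 nm; AC50 by Hill fit.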
Tau fibril ThT – qHTS for Inhibitors of Tau Fibril Formation, Thioflavin T Binding. Microtubule-associated protein tau (Homo sapiens), P10636. recombinant tau K18 P301L, heparin-induced fibrillization, ThT fluorescence. Potency, µM (titrated, usually from 57.4 µM), without a hit: top-dose activity, negative = inhibition, hits mostly inhibitors. 270,000 compounds, 2.1% hits. AID 1460, 2008; note: % is set by controls: 0 for no effect and ±100 for the full control effect; nearly all actives have a fitted effect of over 55% in size
Target sequence (P10636 561-689 P618L limits assumed): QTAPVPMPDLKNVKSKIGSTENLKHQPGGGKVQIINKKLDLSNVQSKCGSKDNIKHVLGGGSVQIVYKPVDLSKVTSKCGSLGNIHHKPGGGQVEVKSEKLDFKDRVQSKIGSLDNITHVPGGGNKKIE
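Aggregation was driven by heparin (20 uM final) acting on recombinant tau […] bearing P301L in 100 mM sodium acetate pH 7; fibrils were detected with Thioflavin T.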
HTT cytoprotect – qHTS Multiplex Assay to Identify Dual Action Probes in a Cell Model of Huntington: Cytoprotection (ATP); PC12 HTT-Q103 induced, cytoprotection, ATP luminescence, 40 h; Potency, µM (top dose mostly 56.4 µM), for the others: cytoprotection (ATP increase), actives largely listed as activators; 230,000 compounds, 0.14% hits; AID 1471, 2008;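 note: % of control where 0% means no effect; nearly all actives have a fitted effect of over 45% in size; toxic huntingtin expression switched on by the ecdysone agonist tebufenozide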
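PC12 cells stably carrying ecdysone-inducible Htt exon 1 (Q103)–GFP were induced with 100 nM tebufenozide (final) alongside library compounds in a dose series. Cytoprotection was scored as retained ATP by ATPlite luminescence.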
Tau fluor counter – Counterscreen qHTS for Inhibitors of Tau Fibril Formation, Fluorescence Polarization | tau K18 P301L Alexa594 fluorescence, heparin fibrillization | Potency, µM (top dose mostly 57.7 µM), for inactives: at the top dose activity change, negative = decrease | 280,000 compounds, 0.93% hits; note: % is set by controls: 0 for no effect and ±100 for the full control effect; nearly all actives have a fitted effect of over 55% in size
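Human tau K18 P301L (15 uM unlabeled, 0.24 uM Alexa 594-labeled) in 100 mM sodium acetate pH 7 with 20 uM heparin, 6 hr at 37 C. ThT 30 uM added, 1 hr ambient; Alexa 594 FP and total fluorescence read at 555/632 nm.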
GAA inh – qHTS Assay for Inhibitors of Human alpha-Glucosidase as a Potential Chaperone Treatment of Pompe Disease. Potency, µM (top dose mostly 76.9 µM), for inactives: at the highest dose activity change, negative = inhibition, usual class: inhibitors. Lysosomal alpha-glucosidase (Homo sapiens), P10253. purified human GAA, 4-MU-alpha-glucoside fluorescence. 200,000 compounds, 0.005% hits;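 note: plate controls were uninhibited enzyme wells for no effect and no-enzyme background for full effect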
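Human enzyme at 4 nM with 400 uM 4-methylumbelliferyl-alpha-D-pyranoside, citrate/phosphate buffer pH 5.0, 0.005% Tween-20, 20 min at room temperature. Compounds up to 77 uM. 4-MU fluorescence (Ex 365/Em 440) read after NaOH/glycine stop; AC50 from Hill fit.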
GAA glycogen mod – qHTS Assay for Inhibitors and Activators of Human alpha-Glucosidase Cleavage of Glycogen; Lysosomal alpha-glucosidase (Homo sapiens), P10253; recombinant GAA, glycogen substrate, Amplex Red glucose oxidase fluorescence; Potency, µM (highest dose often 76.4 µM), inactives show at the highest dose activity change, negative = inhibition, hits mostly inhibitors; 300,000 compounds, 0.38% hits;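 note: 0% = full enzyme reaction and -100% = no-enzyme basal signal; the screen sought inhibitors and activators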
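Recombinant enzyme (4 nM final) with compounds titrated up to 77 uM and bovine liver glycogen (30 ug) in citrate pH 5.0, 0.01% Tween-20, 37 C 40 min. Released glucose detected by Amplex Red/glucose oxidase (Ex 573/Em 610); AC50 from Hill fits.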
Tau fibril FP – qHTS for Inhibitors of Tau Fibril Formation, Fluorescence Polarization; K18 P301L tau heparin fibrillization, Alexa594 FP, 6 h; Potency, µM (series often up to 57.7 µM), for inactives: at the highest dose activity, negative = inhibition, actives largely listed as inhibitors; 280,000 compounds, 0.39% hits; note: % is set by controls: 0 for no effect and ±100 for the full control effect; nearly all actives have a fitted effect of over 55% in size
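Recombinant K18 P301L […], labeled with Alexa 594 at 0.24 uM over 15 uM unlabeled; heparin inducer 20 uM final; 37 C, 6 hr; FP endpoint.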
Active calls of the source: *; ? = inconclusive; . = not tested or not shown; [ ] = dose if it differs, or a comment. Calls come from the whole dose curve; as a rule, active = well fitted curve in the direction sought with a large enough effect; inconclusive = small, poorly fitted or top-dose-only effect, or another doubt; inactive = no such curve, though single readings can be large; an effect the other way counts as inactive or inconclusive. Potency is the fitted concentration of half-maximal effect.

SMILES	aGal spleen mod	GAA spleen mod	Tau fibril ThT	HTT cytoprotect	Tau fluor counter	GAA inh	GAA glycogen mod	Tau fibril FP
COCCNC(=O)C(=O)NNS(=O)(=O)c1ccc(Cl)cc1	7%	5%	-7%	.	-2%	?	-19%	-1%
CCC(=O)Nc1ccc(C(=O)NNC(=O)c2cc([N+](=O)[O-])cc([N+](=O)[O-])c2)cc1	-9%	6%	-19%	4%[10 µM]	-13%	-9%	4%	-7%
COc1cccc(N/C(SCc2ccccc2C)=C(/C#N)C(=O)NCc2cccs2)c1	-12%	-21%	-5%	10%[10 µM]	-24%	-1%	-11%	-14%
COc1ccc(N2CCN(C(=O)CCn3c(=O)[nH]c4cc(OC)c(OC)cc4c3=O)CC2)cc1	.	.	-16%	.	-17%	.	3%[76.3 µM]	-5%
O=[N+]([O-])c1cc(-c2nc3nc4ccccc4nc3n2CCc2ccccc2)cc([N+](=O)[O-])c1	10%	-7%	-1%	-22%[10 µM]	-2%	7%	-3%	3%
NC(=O)Cn1nc([N+](=O)[O-])nc1Oc1ccccc1C(=O)N1CCOCC1	-4%	-2%	2%	-8%	3%	6%	-7%	0%
COc1ccc(Oc2coc3c(CN(C)C)c(O)ccc3c2=O)cc1	10%	-29%	4%	-4%	4%	9%	-1%	2%
CCOC(=O)N1CCN(C(=O)c2c(-c3ccccc3)noc2C)CC1	2%	0%	-3%	-5%[10 µM]	1%	-13%	4%	-2%
COCCn1c(=S)[nH]c2cc(C(=O)N3CCN(c4ccccc4OC)CC3)ccc2c1=O	9%	0%	-8%	-5%[0.074 µM]	-12%	-5%	7%	-9%
C/C(=C/C#N)Nc1ccc(C)cc1	8%	-25%	-5%	-4%	-4%	12%	-14%	-7%
Nc1nonc1-c1nc2ccccc2n1CC(=O)Nc1cccc(C(F)(F)F)c1	.	.	1%	.	-27%	.	-3%[76.3 µM]	?
COc1ccc(-c2csc(C3=C(O)CN(CCCN4CCCC4=O)C3=N)n2)cc1OC	1%	.	?	-140%[inhibitor]	-23%	4%	2%	12%
CC(C)COc1ccc(C(=O)Nc2ccc(SC(F)F)cc2)cc1	7%	-8%	-7%	15%[10 µM]	6%	2%	1%	-4%
C=CCn1c(-c2ccccc2)nc(=S)c2c1CCCC2	3%	3%	-1%	9%[10 µM]	2%	.	1%	1%
COc1cc(OC)c(C(=O)Oc2ccc3c(c2)OCO3)cc1OC	-3%	0%	0%	0%[10 µM]	-8%	2%	-1%	-12%
Cc1nn(Cc2nnc(SCC(=O)Nc3ccc(Cl)cc3)n2C)c(C)c1[N+](=O)[O-]	-3%	10%	.	-3%[10 µM]	?	.	-4%	-11%
O=C(CC1NCCNC1=O)Nc1cc(Cl)cc(Cl)c1 (stereo not drawn)	-2%	0%	-5%	.	-10%	-9%	-2%	3%
COc1ccc(NC(=O)COc2ccc(/C=N/NC(=O)c3cccnc3)cc2OC)cc1	-2%	1%	?	0%[10 µM]	7%	6%	11%	-1%
CCC(=O)c1ccc(OCC(=O)N(C)CC(=O)Nc2cccc(F)c2)cc1	0%	-10%	-2%	-21%	-9%	-2%	-4%	1%
CCOC(=O)Cn1nnc(-c2ccc(S(C)(=O)=O)cc2)n1	3%	-1%	-1%	11%	1%	-3%	-7%	-5%
Cc1c(NC(=O)Cn2nc(C(F)(F)F)c3c2CCCC3)c(=O)n(-c2ccccc2)n1C	16%	9%	-16%	10%	-4%	-6%	5%	-8%
O=C(NCC1OCCc2ccccc21)c1ccco1 (stereo not drawn)	1%	-4%	-11%	-8%	-13%	0%	-2%	-4%
Cc1nc(SCC(=O)Nc2ccc(F)cc2)c(C#N)c(C)c1CC(=O)c1ccc(Br)cc1	0%	-4%	-3%	-71%[inhibitor]	-17%	-13%	-1%	-17%
CCCNC(=O)C1CC(c2ccc(C(F)(F)F)cc2)=NO1 (stereo not drawn)	0%	1%	0%	19%[10 µM]	-1%	.	0%	1%
COc1cc(/C=N/NC(=O)c2ccc(-c3ccccc3)cc2)cc(OC)c1OC	-1%	1%	?	.	?	-3%	-1%	-17%

Looked up above:
GAA inh result of O=[N+]([O-])c1cc(-c2nc3nc4ccccc4nc3n2CCc2ccccc2)cc([N+](=O)[O-])c1 : 7%
Tau fibril ThT result of Cc1c(NC(=O)Cn2nc(C(F)(F)F)c3c2CCCC3)c(=O)n(-c2ccccc2)n1C : -16%
Tau fibril ThT result of C/C(=C/C#N)Nc1ccc(C)cc1 : -5%

Additional records.
SMILES	aGal spleen mod	GAA spleen mod	Tau fibril ThT	HTT cytoprotect	Tau fluor counter	GAA inh	GAA glycogen mod	Tau fibril FP
CCCN(CCC)c1nc(C)cc(C(C#N)c2nc3ccccc3o2)n1 (stereo not drawn)	4%	-8%	-22%	5%[10 µM]	-19%	7%	-1%	8%
O=C(Cc1cccs1)N1CCN(S(=O)(=O)c2ccc(Br)cc2)CC1	3%	-2%	2%	.	0%	3%	-3%	-1%
COc1cccc(CNC(=O)Cc2csc3ccccc23)c1OC	.	.	-1%	.	-7%	.	13%[76.3 µM]	8%
COc1ccc(/C=C/C(=O)N(C)C2CCS(=O)(=O)C2)cc1OC (stereo not drawn)	6%	-3%	-1%	-8%[1.9 µM]	-5%	-2%	-11%	6%
COc1cccc(C(=O)NC(=S)NCc2ccco2)c1	-3%	1%	-17%	.	-23%	1%	-5%	-9%
Cn1nnnc1SCC(=O)N1c2ccccc2Sc2ccccc21	0%	-24%	-6%	-11%	-9%	8%	-14%	-8%
COc1ccc(-n2cc(CNC3CCC(O)CC3)c(-c3cccc(F)c3)n2)cc1 (stereo not drawn)	4%	-11%	0%	-28%	-8%	-14%	-1%	-9%
COc1ccc(NC(=O)CCN2C(=O)c3ccncc3C2=O)cc1OC	-1%	0%	-6%	-14%[10 µM]	-3%	.	0%	-6%
Cc1ccc(S(=O)(=O)N2CCOCC2)cc1NC(=O)COc1ncnc2ccccc12	-5%	3%	0%	-1%[0.074 µM]	3%	2%	-2%	0%
COc1cccc(NC(=O)C2c3cc(OC)c(OC)cc3C(=O)N(C)C2c2cccnc2)c1 (stereo not drawn)	-18%	-27%	5%	-1%	1%	8%	7%	0%
CCC(=O)N1CCc2cc(S(=O)(=O)CCC(=O)NCCC3=CCCCC3)ccc21	-4%	-2%	-2%	?	-10%	5%	4%	-6%
Cc1ccc(Nc2nnc(SCc3cc(=O)n4ccsc4n3)s2)c(C)c1	3%	-4%	?	18%[10 µM]	-18%	4%	4%	-4%
COc1ccc(NC2=NC(C)(CO)CS2)cc1 (stereo not drawn)	4%	10%	-8%	10%[10 µM]	-6%	-9%	1%	1%
Cc1nn(C)c(C(=O)Nc2cccc(CN3CCOCC3)c2)c1Br	3%	3%	-4%	.	-5%	0%	-10%	6%
O=c1oc2ccccc2cc1-c1csc(Cc2nc(-c3ccc(Br)cc3)cs2)n1	-5%	-10%	-12%	10%[10 µM]	-26%	5%	-5%	-6%
CC(Sc1ncc(C#N)c(N)n1)C(=O)Nc1ccccc1 (stereo not drawn)	-1%	6%	4%	-5%[10 µM]	-3%	-3%	-2%	1%
O=C(NNC(=O)C1C2CCC(C2)C1C(=O)O)c1cccc(Cl)c1 (stereo not drawn)	-4%	4%	-2%	-40%[inhibitor]	2%	-5%	8%	1%
CN1C(=O)N(C)C2(c3ccccc3)N(C(C)(C)C)C(=O)NC12c1ccccc1 (stereo not drawn)	8%	-7%	-3%	.	-1%	-7%	2%	4%
CN1CCN(c2cc(=O)n(-c3ccc(Cl)cc3)c(=O)[nH]2)CC1	5%	-7%	-16%	3%	-8%	-4%	12%	-3%
Cc1ccc(-n2nnnc2C(Cl)(Cl)c2nnnn2-c2ccc(C)cc2)cc1	4%	8%	8.9µM*	-42%[inhibitor]	-19%	-1%	-17%	16µM*
O=C(CCc1nnc(CCCc2ccccc2)o1)NCCc1ccco1	5%	3%	17%	14%[10 µM]	8%	-4%	-5%	6%
COc1cc(C#N)c(NC(=S)N2CCOCC2)cc1OC	2%	-8%	3%	.	3%	-3%	-12%	-2%
O=C(O)C1C2CC3C(OC(=O)C31)C2Cl (stereo not drawn)	0%	-3%	8%	.	12%	2%	-12%	13%
COCC1CCN(Cc2nc(-c3ccc(OC)cc3)no2)CC1	-15%	-11%	-11%	-23%	-11%	2%	-12%	-4%
Cc1ccc(C(=O)CSc2nnc(-c3ccc4[nH]c(C)c(C)c4c3)o2)cc1C	0%	2%	?	5%	-13%	-1%	17%	13%
O=C(CNCc1cccs1)Nc1ccc(S(=O)(=O)N2CCCCC2)cc1	0%	-10%	-1%	-12%	-11%	5%	3%	-5%
Nc1nnc(CCC2CCCCC2)s1	7%	3%	-7%	-9%	1%	?	9%	4%

Molecules above that contain bromine, in the order listed:
SMILES	aGal spleen mod	GAA spleen mod	Tau fibril ThT	HTT cytoprotect	Tau fluor counter	GAA inh	GAA glycogen mod	Tau fibril FP
Cc1nc(SCC(=O)Nc2ccc(F)cc2)c(C#N)c(C)c1CC(=O)c1ccc(Br)cc1	0%	-4%	-3%	-71%[inhibitor]	-17%	-13%	-1%	-17%
O=C(Cc1cccs1)N1CCN(S(=O)(=O)c2ccc(Br)cc2)CC1	3%	-2%	2%	.	0%	3%	-3%	-1%
Cc1nn(C)c(C(=O)Nc2cccc(CN3CCOCC3)c2)c1Br	3%	3%	-4%	.	-5%	0%	-10%	6%
O=c1oc2ccccc2cc1-c1csc(Cc2nc(-c3ccc(Br)cc3)cs2)n1	-5%	-10%	-12%	10%[10 µM]	-26%	5%	-5%	-6%

This is a random part of the collection. About 3.3% of those tested had a hit in this group.
